NR3A LBD binder: binders of NR3A ligand-binding domain, primary screen, biophysical, differential scanning fluorimetry, uHTS. NR3A LBD differential scanning fluorimetry, Tm shift; 0% = protein alone, 100% = glycine-bound protein. Glutamate receptor ionotropic, NMDA 3A (GRIN3A) ligand-binding domain. 340,000 compounds, 2.5% hits. AID 1259313, 2017. Tm shift relative to glycine control, % at 25 µM;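 active = melting temperature shift of at least 10% of the positive control shift, at one fixed dose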
beta cell repl: inducers of MIN6 beta-cell proliferation, primary screen, ATP luminescence, uHTS; MIN6 cells proliferation, ATPlite luminescence, 48 h; cells starved in 0.2% serum; 100% = growth in 10% serum; proliferation, % at 10 µM; 330,000 compounds, 0.29% hits;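 active = compounds whose signal lies at least 3.5 SD above the mean of all wells on their plate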;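 note: 0% = DMSO-treated cells in low-serum medium and 100% = 10% serum control; some compounds called inactive have numbers as strong as hits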
APJ antag: antagonists of human apelin receptor APJ, primary screen, CHO-K1 cells, beta-arrestin complementation, luminescence; P35414; inhibition, % at 20 µM; 330,000 compounds, 0.32% hits; AID 2521, 2010;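 active = inhibition above about 40% at 20 µM, limit read from the data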;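 note: cells challenged with 10 nM apelin-13 agonist together with compound; plate controls were apelin-13 plus DMSO wells for no effect and DMSO wells lacking apelin-13 for full effect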
Target sequence (P35414 whole entry, looked up): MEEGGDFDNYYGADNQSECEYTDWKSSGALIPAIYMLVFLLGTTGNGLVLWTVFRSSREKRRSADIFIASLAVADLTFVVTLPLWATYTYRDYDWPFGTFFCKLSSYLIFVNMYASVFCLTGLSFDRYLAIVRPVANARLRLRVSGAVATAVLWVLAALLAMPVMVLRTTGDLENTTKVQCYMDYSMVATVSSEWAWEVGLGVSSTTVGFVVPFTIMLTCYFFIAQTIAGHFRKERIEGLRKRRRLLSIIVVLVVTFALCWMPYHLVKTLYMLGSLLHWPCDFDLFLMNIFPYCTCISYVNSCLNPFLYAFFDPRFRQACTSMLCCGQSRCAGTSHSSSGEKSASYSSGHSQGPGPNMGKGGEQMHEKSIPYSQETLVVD
TIM10 inh: growth inhibitors of isogenic TIM10 control yeast, primary screen, counter-screen for tim10-1 yeast inhibitor project, luminescence, uHTS. S. cerevisiae TIM10 strain growth, BacTiter-Glo luminescence, 24 h. inhibition, % at 10 µM. 330,000 compounds, 1.4% hits;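 active = inhibition of 40% or more at the single tested concentration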;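 note: wild-type TIM10 isogenic control strain grown at permissive 25 °C; 0% = DMSO yeast wells and 100% = minimal medium wells without yeast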
NLRP3 yeast inh: NALP3 inflammasome inhibitors in reconstituted yeast, primary screen, luminescence, uHTS; inhibition, % at 10 µM; AID 2825, 2010; Yeast reconstituted NLRP3/ASC/caspase-1, beta-gal luminescence, 24 h; 330,000 compounds, 0.39% hits;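 active = inhibition of 50% or more; inactive = inhibition below 50%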;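 note: plate controls were induced DMSO wells for no effect and uninduced yeast grown without galactose for full effect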
MPTP inh: mitochondrial permeability transition pore inhibitors, primary screen, biochemical, isolated mouse mitochondria, absorbance; Ca2+ swelling absorbance, 30 min; inhibition, % at 10 µM; 360,000 compounds, 1.4% hits; AID 602449, 2012;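 active = inhibition of 50% or more, scaled per plate between neutral and stimulator controls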;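 note: 0% = DMSO wells given calcium and 100% = 1 mM EGTA wells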
tim10-1 inh: growth inhibitors of tim10-1 mutant yeast, primary screen, luminescence, uHTS; S. cerevisiae tim10-1 ts strain growth, BacTiter-Glo, 24 h; inhibition, % at 20 µM; 330,000 compounds, 2.2% hits; AID 463190, 2010;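 active = inhibition of at least 40%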;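 note: mutant grown at 25 °C; 0% = DMSO wells with yeast and 100% = wells holding no yeast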
tim23-1 inh: growth inhibitors of tim23-1 mutant yeast, primary screen, luminescence, uHTS; 330,000 compounds, 1.3% hits; inhibition, % at 20 µM; S. cerevisiae tim23-1 growth, BacTiter-Glo luminescence, 24 h;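 active = growth inhibition of the mutant yeast at or above 50%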;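 note: temperature-sensitive mutant grown at 25 °C; plate controls were DMSO-treated mutant yeast for no effect and medium wells lacking yeast for full effect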
APJ ag: agonists of human apelin receptor APJ, primary screen, CHO-K1 cells, PathHunter beta-arrestin, luminescence; activation, % at 20 µM; 330,000 compounds, 0.11% hits; 0% DMSO wells, 100% apelin; P35414;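 active = activation more than six SD over the plate average, tested at 20 µM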;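 note: 0% = DMSO alone and 100% = apelin-13 at 10 nM; some results filed as inactive read as strong as hits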
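Assay system: engineered CHO-K1 APJ arrestin reporter cells; Amount: 1000 CHO-K1 reporter cells seeded per well; Dosing: one dose, 20 µM compound, 1% DMSO; Times: compound stimulation 90 min at 25 °C, detection 60 min; Measured by: luminescent beta-gal fragment complementation, chemiluminescent substrate; Read-out: APJ–arrestin association signal; Controls: DMSO vs Apelin-13 10 nM.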
* = called active by the depositor; . = no result given.

Second line of a record: APJ ag, beta cell repl, MPTP inh, NLRP3 yeast inh, APJ antag, tim23-1 inh, tim10-1 inh, NR3A LBD binder, TIM10 inh
(1) COC(=O)COc1ccc2cccc(-n3cnnn3)c2c1
→ 0, -5, -1.8, 8, 9, 11, 13, 0, 11
(2) CCc1ccccc1NS(=O)(=O)c1ccc(OC)c2ncccc12
→ 0, 0, 0.1, 2, 0, 13, 5, -2, -8
(3) COC(=O)[C@]1(C)CCC[C@@]2(C)C3CC[C@@]4(C)C[C@]3(CCC21)CC4=NO (some centres undefined)
→ -2, -5, 0.4, 26, 11, 52*, 18, 1, 24
(4) O=C(Cc1ccc(Cl)cc1)Nc1ccc(S(=O)(=O)N2CCOCC2)cc1
→ -2, 0, 0.3, -6, 2, 12, 16, -2, 24
(5) COc1ccc2nc(NC(=O)CSc3nnc4n3C(C)(C)Cc3ccccc3-4)sc2c1
→ 0, 1, 5.8, 13, 6, -2, 17, 10*, -6
(6) Cc1sc2nc(-c3cccnc3)nc(Cl)c2c1-c1ccccc1
→ -3, -3, 2.2, 15, 6, 27, 2, 4, 13
(7) CCC1(C)Cc2ccccc2-c2nc(NCCO)n(-c3ccccc3)c(=O)c21 (centres undefined)
→ -4, 1, 0.1, 2, 1, 30, 29, -2, 21
(8) CC(Oc1ccc2c(c1)oc(=O)c1ccccc12)C(=O)NCCN1CCOCC1 (centres undefined)
→ -4, -4, -2.5, 0, -3, -3, 5, 0, 3
(9) CCCN(CCC)C(=O)c1cc2c(=O)[nH]c3ccc(C)cc3c2s1
→ -3, 0, 0.8, 6, -3, 39, 10, 1, 18
(10) O=C(CN1CCN(C(c2ccccc2)c2ccccc2)CC1)Nc1ccc(N2CCOCC2)cc1
→ 1, -6, -1.0, 15, 0, 9, 6, -1, 6
(11) COc1cccc(OC)c1C1=NC(C)(C)CO1
→ -2, -1, 0.9, -3, 9, 4, -7, -1, 6
(12) Cc1csc2ncnc(NC3CCN(Cc4ccccc4)CC3)c12
→ 5, -6, 92*, 10, 4, 1, -3, -1, 15
(13) O=C(Nc1cccnc1)c1cc([N+](=O)[O-])ccc1Cl
→ 3, -2, 0.3, 4, -24, 12, -5, -1, -13
(14) COc1ccccc1-c1cc(C(=O)N/N=C/c2sccc2C)c2ccccc2n1
→ -3, -1, 1.9, 18, 5, 11, -2, -19, 2
(15) CCOC(=O)C1=C(CSc2nccn2C)NC(=O)NC1c1ccc(OC)cc1 (centres undefined)
→ -4, 0, -0.9, -9, -12, 8, 16, 2, 10
(16) O=C(COc1ccccc1)OCC(=O)c1c[nH]c2ccccc12
→ 2, -4, -0.2, 5, -28, 21, 5, 9, 5
(17) CCCc1c(C(=O)N/N=C(\C)c2ccc(O)cc2)nnn1-c1nonc1N
→ -1, -4, 0.7, 1, -14, -14, -7, 0, -1
(18) C=C(Br)Cn1c(CC)nc2ccccc21
→ -1, 1, 0.2, -12, -16, -2, 16, 1, 11
(19) O=C(NCc1ccco1)c1cc2nc(-c3ccc4c(c3)OCO4)cc(C(F)(F)F)n2n1
→ -3, 0, 1.7, 10, 11, 33, 32, -1, 35
(20) CSCC[C@H](NC(=O)C1CCN(S(=O)(=O)c2ccccc2)CC1)C(=O)NC1CC1
→ -2, 0, -1.9, -5, 14, 13, 18, -1, 7
(21) CCc1c(C)sc(NC(=S)Nc2nc(C)cc(C)n2)c1C(=O)OC
→ -2, -5, 0.3, 37, -15, 8, 20, -19, 23
(22) O=C(CCC1CCCCC1)N1CCN(Cc2ccc3c(c2)OCO3)CC1
→ -4, 2, -0.1, 41, -9, -21, -17, -2, 11
(23) CSc1cccc(NC(=O)c2ccco2)c1
→ -3, -1, -0.7, 25, 12, 8, -29, 1, 8
(24) COCCNC(=O)c1ccc(NS(C)(=O)=O)cc1
→ 2, -2, -0.9, 1, -6, 8, -12, -1, 6
(25) CC(CN1CCCCC1)OC(=O)c1ccc(Cl)cc1 (centres undefined)
→ -3, -1, -3.9, 11, 4, 6, 8, -2, 4
(26) CCc1nc(C)cn1S(=O)(=O)c1ccc([N+](=O)[O-])cc1
→ 3, 1, -1.0, 12, -43, 20, 17, -1, 6
(27) CCc1ccc(C2C3=C(CC(C)(C)CC3=O)OC3=C2C(=O)CC(C)(C)C3)cc1
→ -3, -4, 5.7, 17, -5, 25, 37, -6, 37
(28) CSc1nc(-c2ccc(Cl)cc2)nn1S(=O)(=O)c1ccccc1
→ -1, -5, 0.9, 26, -4, 11, 10, 10, -15
(29) CCn1c(=S)[nH]c2ccccc21
→ 0, -2, 0.7, 9, 12, -1, 3, 0, -3
(30) Cc1ccc(N2C(=O)c3ccc(C(=O)N4CCN(c5ccccc5F)CC4)cc3C2=O)cc1
→ -7, 1, -1.8, 4, 5, 22, 27, 2, 13

Numbers 21 to 25, reprinted for reference:
Second line of a record: APJ ag, beta cell repl, MPTP inh, NLRP3 yeast inh, APJ antag, tim23-1 inh, tim10-1 inh, NR3A LBD binder, TIM10 inh
(21) CCc1c(C)sc(NC(=S)Nc2nc(C)cc(C)n2)c1C(=O)OC
→ -2, -5, 0.3, 37, -15, 8, 20, -19, 23
(22) O=C(CCC1CCCCC1)N1CCN(Cc2ccc3c(c2)OCO3)CC1
→ -4, 2, -0.1, 41, -9, -21, -17, -2, 11
(23) CSc1cccc(NC(=O)c2ccco2)c1
→ -3, -1, -0.7, 25, 12, 8, -29, 1, 8
(24) COCCNC(=O)c1ccc(NS(C)(=O)=O)cc1
→ 2, -2, -0.9, 1, -6, 8, -12, -1, 6
(25) CC(CN1CCCCC1)OC(=O)c1ccc(Cl)cc1 (centres undefined)
→ -3, -1, -3.9, 11, 4, 6, 8, -2, 4

(cont.)
Second line of a record: APJ ag, beta cell repl, MPTP inh, NLRP3 yeast inh, APJ antag, tim23-1 inh, tim10-1 inh, NR3A LBD binder, TIM10 inh
(31) CCc1ccc(NC(=O)NCCN2CCc3ccccc3C2)cc1
→ -7, -1, 0.5, 16, 12, 12, 11, -2, 7
(32) CCc1cccc(NC(=S)N(CCOC)C(C)c2ccco2)c1 (centres undefined)
→ 0, -4, 2.0, 6, 17, 30, 33, -2, 32
(33) COc1ccc(C(=O)CN2C(=O)COc3ccccc32)cc1
→ -1, -4, -2.2, 14, 3, 30, 7, 1, 12
(34) O=C(N/N=C/c1cccnc1)c1cccc(F)c1
→ -3, 2, -0.1, 16, 20, 7, 9, 1, -11
(35) Cc1ccc(C)c(NC(=O)C(=O)NCCc2c[nH]c3ccccc23)c1
→ -1, -2, 0.9, 15, 4, -1, -2, -9, -3
(36) COc1cc(-c2cc(OC)c3c(C)oc(C)c3c(=O)c2)ccc1O
→ -2, -1, 2.7, 12, 3, 24, 26, -1, 13
(37) Cc1c2cnn(CC(=O)NC3CCCC3)c(=O)c2c(C)n1Cc1ccccc1
→ -1, 3, -0.7, 8, 21, 2, -9, -2, -7
(38) Cc1ccc[n+](/C(C(=S)NCc2ccco2)=C(/[O-])c2ccccc2Cl)c1
→ -2, 1, 1.9, -1, 11, 3, 14, 1, -2
(39) CCOC(=O)N1CCN(S(=O)(=O)c2ccc(C(=O)N(CCN(C)C)c3nc4ccc(Cl)cc4s3)cc2)CC1
→ 1, 1, -0.4, 7, 11, 9, 3, -29, -3
(40) COc1ccc(NCc2nnc(SCC(=O)Nc3cc(C)cc(C)c3)o2)cc1
→ -2, -2, -0.4, 22, -6, 6, 4, -5, 4
(41) O=Cc1c(N2CCOCC2)nc2ccccn2c1=O
→ -2, 3, -1.5, 5, 10, -1, 0, 0, -2
(42) N#C/C(=N\Nc1cccc2ccccc12)c1nnc2n1CCCCC2
→ -7, 2, 2.2, 24, 6, 15, 40*, -8, 9
(43) CC(C)(C)n1nnnc1C(c1cc2cc3c(cc2[nH]c1=O)OCO3)N1CCN(c2ccccc2)CC1 (centres undefined)
→ -1, -4, 0.2, 13, -18, 7, 6, 1, 1
(44) CC(=O)NC(CSC(CC(=O)c1ccco1)c1ccc(C)cc1)C(=O)O (centres undefined)
→ -4, -5, -0.4, 5, 3, -1, 0, 0, -7
(45) OCCC1CN(Cc2cccc(C(F)(F)F)c2)CCN1Cc1ccccc1 (centres undefined)
→ -4, -2, 0.4, 20, 4, -15, 9, 1, 2
(46) CCOc1ccccc1N1CCN(C(=O)NCc2ccc(F)cc2)CC1
→ 1, -2, 1.7, 18, 15, 15, 15, -1, -2
(47) CC(C)N1CC(C(=O)Nc2ccc(F)c(Cl)c2)CC1=O (centres undefined)
→ 2, -3, -1.1, 16, -23, 9, 12, 1, 4
(48) O=C(CCCC(=O)N(CC(=O)NC1CCCC1)C1CCCC1)Nc1ccccn1
→ -2, -1, -5.7, 6, 2, 5, 11, -1, -1
(49) Cc1ccc2c(c1)c1c(n2CC(O)CN2CCOCC2)CCCC1 (centres undefined)
→ -1, -2, ., 8, -2, 6, -7, ., -8
(50) OCCNc1nc(Nc2ccc(O)cc2)nc2ccccc12
→ 1, -2, 3.4, 25, -32, 18, 5, 2, 18
(51) C/C(=C\CNc1ncnc2nc[nH]c12)CO
→ -2, -2, -2.1, 4, -59, 9, 11, 0, -10
(52) CCOC(=O)c1c(C)n(C)c2ccc(OC(=O)c3ccco3)cc12
→ 1, -1, 1.2, 18, -24, 7, 10, -8, 13
(53) COc1cccc(/C=C/C(=O)Nc2cc(S(=O)(=O)N3CCOCC3)ccc2OC)c1
→ 3, 4, -1.9, 12, -6, 13, 9, -1, 14

Arranged by the number under APJ antag (rising): 6 from the list above
#	smiles	APJ antag
51	C/C(=C\CNc1ncnc2nc[nH]c12)CO	-59
47	CC(C)N1CC(C(=O)Nc2ccc(F)c(Cl)c2)CC1=O (centres undefined)	-23
53	COc1cccc(/C=C/C(=O)Nc2cc(S(=O)(=O)N3CCOCC3)ccc2OC)c1	-6
49	Cc1ccc2c(c1)c1c(n2CC(O)CN2CCOCC2)CCCC1 (centres undefined)	-2
48	O=C(CCCC(=O)N(CC(=O)NC1CCCC1)C1CCCC1)Nc1ccccn1	2
41	O=Cc1c(N2CCOCC2)nc2ccccn2c1=O	10

Source: PubChem BioAssay
